Platelet DG rel: inhibitors of platelet dense granule secretion, primary screen, cell-based, MLPCN, human platelets. human platelet-rich plasma, SFLLRN dense granule ATP release, luminescence. inhibition, %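 (compounds screened at 7.5 µM in platelet-rich plasma)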. 0.22% of 300,000 active. AID 1663, 2009;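 active = mean replicate score, as percent of positive control, at or above 50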
HSP90 inh: HSP90 inhibitors, primary screen, cell lysate, luminescence. Heat shock protein HSP 90 (rabbit reticulocyte lysate; luciferase refolding). Rabbit reticulocyte lysate, luciferase refolding luminescence, 3 h. inhibition, % at 5.6 µM. 0.91% of 290,000 active;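 active = inhibition above the screen-wide mean plus 3 SD, computed separately per campaign, cut at about 16% in these data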;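 also: 0% = DMSO wells and 100% = 60 µM geldanamycin wells; inhibitors lower the luminescence because luciferase stays unfolded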
IEC-6 tox: cytotoxicity in IEC-6 intestinal epithelial cells, primary screen, cytotoxicity control for KLF5 inhibitor project, cell-based, luminescence; AID 1825, 2009; inhibition, % at 5 µM; 0.78% of 290,000 active; IEC-6 cytotoxicity, luminescence viability; in the data active = inhibition above about 22%;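 also: 0% = plate median of test compound wells and 100% = cytotoxic reference compound wells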
AI-2 QS mod: Vibrio harveyi AI-2 quorum sensing modulators, primary screen, JMH597 strain, luminescence/OD600 ratio. Vibrio harveyi JMH597 AI-2 luminescence/OD600 ratio, 9 h; stronger effect = lower value; strain lacks LuxN and CqsS sensors; 0 = neutral-control median. activity change, % at 7.5 µM. 0.4% of 300,000 active. AID 2094, 2009; in the data active = activity change below about -75%, passing the limit was not always enough;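 also: luminescence divided by OD600 gain over 9 h not by final OD600 alone; inactives centre near 13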
HSF-1 act: HSF-1 activators, primary screen, NIH3T3-HGL cells, MG132 stress, luminescence, single point; NIH3T3-HGL HSF-1 luciferase reporter, 8 h; 100% = twice DMSO control signal; activation, % at 9 µM; 1.7% of 300,000 active; AID 504408, 2011;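 active = mean replicate activation of at least 50% with a set share of replicates each reaching 50%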;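 also: 0% = median of the neutral control wells and 100% = twice that signal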
aSyn 5UTR inh: MLPCN primary screen, SNCA 5' untranslated region | alpha-synuclein 5'UTR reporter, inhibitor activity | inhibition, % (tested at 7.5 µM) | 0.82% of 300,000 active | AID 1813, 2009; in the data active = inhibition above about 60%;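 also: H4 neuroglioblastoma cells stably carrying SNCA 5'UTR luciferase fusion; 0% = DMSO wells and 100% = positive control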
SKKanGAS inh: S. pyogenes SKKanGAS growth inhibitors in kanamycin, primary screen, streptokinase expression inhibitor project, SKKanGAS strain, BacTiter-Glo luminescence; 6 h; inhibition, % at 7.5 µM; 1.3% of 300,000 active;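 active = mean replicate score, as percent of positive control median, at least 50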;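 also: strain carries kanamycin resistance gene driven by streptokinase promoter and grows in 40 µg/ml kanamycin; loss of luminescence reflects streptokinase promoter inhibition or plain growth inhibition; 0% = median of DMSO wells and 100% = positive control at its reference dose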
HIF activator: HIF pathway transcriptional activators, primary screen, cell-based, U2OS HRE-luciferase, luminescence; U2OS HRE-luciferase reporter; normalized: DMSO 0%, desferrioxamine 100%; activation, % at 7.5 µM (by protocol); 0.32% of 300,000 active;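 active = mean activation of at least 10% of the iron chelator positive control signal, with at least half of replicates also reaching 10%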
KLF5 inh: KLF5 expression inhibitors, primary screen, DLD-1 cells, luminescence. DLD-1 KLF5 promoter-luciferase reporter. inhibition, % at 5 µM. AID 1700, 2009. 0.23% of 290,000 active;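 active = inhibition above a per-plate limit of that plate's mean compound inhibition plus 3 SD, cut at about 60% in these data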;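 also: 0% = DMSO wells and 100% = LY294002 at 200 µM; higher means less KLF5 promoter-driven luciferase light; inactives centre near -14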
HSF1 inhib: HSF1 inhibitors in luciferase reporter cells, primary screen, cell-based, NIH3T3, luminescence | NIH3T3-HGL HSE-luciferase, MG132-induced, luminescence 8 h; stronger effect = lower value | activity change, negative = inhibition, % at 7.5 µM (by protocol) | 0.77% of 300,000 active;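 active = more than half of replicate wells show activity change below -50%, luminescence cut by over half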;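 also: luciferase reports HSF-1 transcriptional activity via heat shock element; 0% = median of DMSO wells and -100% = zero luminescence signal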
* hit, by the source's call; . = no result given. Some of the compounds tested (hit frequency here may not be typical).

SMILES | Platelet DG rel | HSP90 inh | IEC-6 tox | AI-2 QS mod | HSF-1 act | aSyn 5UTR inh | SKKanGAS inh | HIF activator | KLF5 inh | HSF1 inhib
C=CCN1C(=O)NC(=O)C(CCc2ccncc2)(CCc2ccncc2)C1=O | 2 | -1 | 1 | 30 | 28 | 3 | 6 | -0.4 | 6 | 14
O=c1[nH]c(=O)n(-c2ccc(Br)cc2)c(O)c1C=NC(CO)(CO)CO | -10 | 4 | -2 | 23 | 23 | 0 | 5 | 0.1 | -1 | 2
Cc1cccc(N2CCN(Cc3ccc4c(c3)OCO4)CC2)c1C | 12 | -2 | -5 | 36 | 7 | 11 | 10 | 1.2 | 5 | -1
O=[N+]([O-])NC1=NCN(Cc2ccco2)CN1Cc1ccco1 | -6 | 0 | -2 | 6 | -14 | 23 | 0 | 0.3 | 18 | 0
COC(=O)NC(=C(Cl)Cl)P(=O)(c1ccccc1)c1ccccc1 | 2 | 5 | -1 | -9 | 2 | -47 | 3 | 0.1 | -24 | 1
CC1(C)C2CC=C(CN3CCC(O)CC3)C1C2 (stereo unspecified) | 0 | 2 | 2 | 31 | -9 | 11 | -6 | 0.0 | -34 | -5
O=c1[nH]c(=O)n(Cc2ccc(F)cc2)c(O)c1C=Nc1ccc(Cl)cc1 | -2 | -2 | -2 | 23 | 7 | 5 | -1 | -0.1 | -15 | 2
CCCCn1c(O)c(C(C)=NCCc2ccccc2)c(=O)[nH]c1=O | 0 | -1 | 2 | 25 | 14 | 30 | -8 | -0.3 | -4 | 18
C=CCN(CC=C)Cc1c[nH]c2ccccc12 | -5 | 1 | -5 | 18 | 5 | -38 | 3 | . | -20 | -5
c1ccc2c3c(ccc2c1)OCC1CONC31 (stereo unspecified) | 11 | 1 | 6 | 25 | 15 | 6 | 0 | -0.2 | 6 | -1

Reformatted: results already given.
> C=CCN1C(=O)NC(=O)C(CCc2ccncc2)(CCc2ccncc2)C1=O
  Platelet DG rel: 2; HSP90 inh: -1; IEC-6 tox: 1; AI-2 QS mod: 30; HSF-1 act: 28; aSyn 5UTR inh: 3; SKKanGAS inh: 6; HIF activator: -0.4; KLF5 inh: 6; HSF1 inhib: 14

> O=c1[nH]c(=O)n(-c2ccc(Br)cc2)c(O)c1C=NC(CO)(CO)CO
  Platelet DG rel: -10; HSP90 inh: 4; IEC-6 tox: -2; AI-2 QS mod: 23; HSF-1 act: 23; aSyn 5UTR inh: 0; SKKanGAS inh: 5; HIF activator: 0.1; KLF5 inh: -1; HSF1 inhib: 2

> Cc1cccc(N2CCN(Cc3ccc4c(c3)OCO4)CC2)c1C
  Platelet DG rel: 12; HSP90 inh: -2; IEC-6 tox: -5; AI-2 QS mod: 36; HSF-1 act: 7; aSyn 5UTR inh: 11; SKKanGAS inh: 10; HIF activator: 1.2; KLF5 inh: 5; HSF1 inhib: -1

Random excerpt: 6 compounds from above, in no set order.
SMILES | Platelet DG rel | HSP90 inh | IEC-6 tox | AI-2 QS mod | HSF-1 act | aSyn 5UTR inh | SKKanGAS inh | HIF activator | KLF5 inh | HSF1 inhib
c1ccc2c3c(ccc2c1)OCC1CONC31 (stereo unspecified) | 11 | 1 | 6 | 25 | 15 | 6 | 0 | -0.2 | 6 | -1
COC(=O)NC(=C(Cl)Cl)P(=O)(c1ccccc1)c1ccccc1 | 2 | 5 | -1 | -9 | 2 | -47 | 3 | 0.1 | -24 | 1
O=c1[nH]c(=O)n(Cc2ccc(F)cc2)c(O)c1C=Nc1ccc(Cl)cc1 | -2 | -2 | -2 | 23 | 7 | 5 | -1 | -0.1 | -15 | 2
O=[N+]([O-])NC1=NCN(Cc2ccco2)CN1Cc1ccco1 | -6 | 0 | -2 | 6 | -14 | 23 | 0 | 0.3 | 18 | 0
O=c1[nH]c(=O)n(-c2ccc(Br)cc2)c(O)c1C=NC(CO)(CO)CO | -10 | 4 | -2 | 23 | 23 | 0 | 5 | 0.1 | -1 | 2
C=CCN1C(=O)NC(=O)C(CCc2ccncc2)(CCc2ccncc2)C1=O | 2 | -1 | 1 | 30 | 28 | 3 | 6 | -0.4 | 6 | 14

(further entries)
SMILES | Platelet DG rel | HSP90 inh | IEC-6 tox | AI-2 QS mod | HSF-1 act | aSyn 5UTR inh | SKKanGAS inh | HIF activator | KLF5 inh | HSF1 inhib
Cc1ccc(Cc2c(C)nc3nc(SCC(=O)N4CCC5(CC4)OCCO5)nn3c2C)cc1 | -6 | 2 | 1 | 8 | 3 | -1 | 10 | 0.0 | -35 | -13
COC(=O)C1=CO[C@@H](C)[C@@H]2CN3CC[C@]4(C(=O)Nc5ccccc54)[C@@H]3C[C@H]12 | 3 | -1 | 6 | 20 | -17 | 4 | 8 | -0.2 | -14 | 3
O=c1cc(CN2CCNCC2)nc2sccn12 | 0 | 0 | -2 | 21 | 4 | -2 | 4 | -1.2 | -33 | 2
CCOC(=O)c1c(/N=C/c2c(O)n(-c3ccc(F)cc3)c(=S)[nH]c2=O)sc2c1CCCC2 | -4 | 1 | -3 | 20 | -20 | -5 | -3 | 1.8 | -29 | -4
COc1cc(CN2CCN(C(=O)COc3ccccc3)CC2)cc(OC)c1OC | -30 | 1 | 1 | 8 | -1 | 7 | -3 | 0.1 | -7 | -5
N#CC1=C(N)Oc2c(c(=O)oc3ccccc23)C1c1cccnc1 (stereo unspecified) | -1 | 2 | 0 | 9 | 8 | 1 | 7 | 0.1 | -4 | -6
Cc1c(C(=O)O)cccc1-n1c(C)cc(/C=C2\C(=O)NC(=O)N(c3ccc4c(c3)OCO4)C2=O)c1C | -10 | 9 | -4 | 26 | -7 | 4 | 10 | 1.0 | -31 | -1
CCC(=O)N1N=C2C3CCN(CC3)C2C1c1ccc(C)cc1 (stereo unspecified) | 0 | 2 | -1 | 20 | -5 | -22 | 0 | -0.2 | 4 | -1
C=CCN1C(=O)CSc2ccc(C(=O)N3CCC4(CC3)OCCO4)cc21 | 3 | 4 | 2 | 6 | 11 | 6 | 9 | -0.1 | 12 | 2
O=C1NC(=O)N(c2ccccc2)C(=O)/C1=C\C=C\c1ccccc1 | -5 | 1 | 5 | 34 | 12 | -119 | 3 | 0.5 | -33 | 8
COc1cc2c(cc1OC)C(C(=O)NC(C)C)C1CCCCN1C2=O (stereo unspecified) | 3 | 0 | 1 | 14 | -8 | -8 | 0 | 0.1 | -24 | -5
O=Cc1cn(CCCOc2ccccc2)c2ccccc12 | -33 | 1 | -6 | 5 | 11 | 8 | 1 | 1.6 | -41 | 8
Cc1ccc(N2C(=O)NC(=O)C(CCc3ccccn3)(Cc3cccc(Cl)c3Cl)C2=O)cc1 (stereo unspecified) | -8 | 1 | 6 | 22 | 6 | 0 | 7 | 0.1 | 5 | 9
Cc1cc(OC(C)C(=O)NCC(O)c2ccccc2)c2c3c(c(=O)oc2c1)CCCC3 (stereo unspecified) | -10 | -3 | 1 | -1 | 1 | 7 | -2 | -0.4 | -39 | 0
COc1ccc(O)c2c(=O)c3c(OC)cc4c(c3oc12)C1C=COC1O4 (stereo unspecified) | 15 | 5 | 30* | 3 | -1 | 94* | 28 | 1.5 | 2 | -3
COc1ccc(C(=O)N2CCC3(CC2)OCCO3)cc1 | -2 | -1 | 6 | 10 | -12 | 8 | -8 | -1.5 | -19 | -6
Cc1c2cnn(CC(=O)N3CCC4(CC3)OCCO4)c(=O)c2c(C)n1Cc1ccccc1Cl | -2 | -1 | 1 | 14 | -4 | -17 | 2 | 0.5 | -20 | 4
COc1cc2[nH]c(C(=O)N3CCC4(CC3)OCCO4)cc2c(OC)c1OC | 22 | -1 | -7 | 13 | 8 | 12 | 0 | 0.2 | -24 | 0
COC1=CC=C2[C@H]3Cc4ccc(OC)c5c4[C@@]2(CCN3C)[C@H]1O5 | 3 | 0 | -2 | 3 | 2 | -3 | 2 | -1.3 | -49 | 8
O=C1NC(=O)N(c2ccc3c(c2)OCO3)C(=O)/C1=C/c1ccc(N2CCCCC2)o1 | -20 | 1 | -1 | 9 | -13 | -38 | 0 | -0.1 | 0 | 2
O=C(/C=C/c1ccccc1)NCCc1cnc[nH]1 | 0 | -2 | 1 | -8 | -2 | 9 | 1 | 0.4 | -4 | -4
COC(=O)CN1C(=O)CN=C(c2ccccc2Cl)c2cc(Br)ccc21 | -1 | 0 | -10 | -9 | 3 | 7 | 3 | 0.6 | -54 | -2
COc1ccccc1[As](=O)(O)CC(O)COc1ccc(Cl)cc1Cl (stereo unspecified) | -8 | 1 | 1 | 10 | -10 | -25 | -4 | 2.1 | -24 | -7
O=C1CN=C(c2cccc(Br)c2)c2cc(Br)ccc2N1 | -1 | -1 | 7 | 26 | 13 | 10 | 5 | -0.4 | -3 | 8
CN1C(=O)c2ccccc2Sc2ccc(C(=O)N3CCC4(CC3)OCCO4)cc21 | 0 | 4 | 3 | 33 | -55 | -5 | -1 | 0.2 | -35 | -41
CNC(=O)c1cccn(Cc2cccc(C(F)(F)F)c2)c1=O | 2 | -1 | 4 | 15 | 16 | 38 | 0 | 0.1 | -36 | 15
CC(=O)c1ccc(OC(NC(=O)c2ccco2)C(Cl)(Cl)Cl)cc1 (stereo unspecified) | -2 | 1 | 4 | 7 | -12 | 9 | -4 | -0.5 | 8 | -10
CCCCn1c(=O)c(C(=O)Nc2ccccc2F)c(O)c2ccccc21 | -3 | 0 | 6 | 9 | -2 | 11 | -2 | -3.2 | -10 | 1
CCC1(OC(=O)c2ccccc2)CC(C)N(C)CC1C (stereo unspecified) | 7 | -1 | 4 | 13 | 10 | 10 | 1 | -3.1 | -25 | 0
COc1ccc(OC)c(/C=N/OC(=O)Nc2ccc(Cl)cc2)c1 | 0 | 5 | 5 | 26 | 27 | -63 | -13 | 3.6 | -27 | 14
O=C(CN1CC=C(c2ccccc2)CC1)Nc1cc(Cl)ccc1Cl | 3 | 0 | -5 | 17 | 13 | -18 | 7 | 1.0 | 8 | 0
CN(C(=O)CNC(=O)OCc1ccccc1)c1ccc(Br)cc1C(=O)c1ccccc1Cl | 17 | -1 | 3 | 16 | 5 | 17 | 7 | -2.6 | 7 | -9
CCOC(=O)c1c(C)n(CCN2CCN(C)CC2)c2ccc(OC)cc12 | -3 | 2 | 4 | -1 | 5 | -8 | -7 | 0.0 | -12 | -2
CC(c1ccccc1)[n+]1ccccc1 (stereo unspecified) | -1 | . | . | 12 | -9 | 26 | 0 | -0.1 | . | -4
Cc1ccc(CN2CCCC(C(=O)c3ccc4c(c3)OCO4)C2)cc1C (stereo unspecified) | 8 | 3 | 2 | 13 | 11 | -4 | -8 | -0.1 | 23 | -6

Source: PubChem
